High-throughput results from PubChem.
OXTR agonist – agonists of human oxytocin receptor; activation, % at 3 µM; CHO-OTR cells, Fluo-8 calcium fluorescence; normalized: DMSO 0%, oxytocin 100%; AID 2435; 320,000 tested, 0.32% active;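 active = activation above the mean of all tested compounds plus 3 SD, cutoff set per screening run, cut at about 20% in these data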;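 also: peak over basal fluorescence ratio from a 100 s FLIPR kinetic read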
Target sequence (P30559 whole entry, looked up): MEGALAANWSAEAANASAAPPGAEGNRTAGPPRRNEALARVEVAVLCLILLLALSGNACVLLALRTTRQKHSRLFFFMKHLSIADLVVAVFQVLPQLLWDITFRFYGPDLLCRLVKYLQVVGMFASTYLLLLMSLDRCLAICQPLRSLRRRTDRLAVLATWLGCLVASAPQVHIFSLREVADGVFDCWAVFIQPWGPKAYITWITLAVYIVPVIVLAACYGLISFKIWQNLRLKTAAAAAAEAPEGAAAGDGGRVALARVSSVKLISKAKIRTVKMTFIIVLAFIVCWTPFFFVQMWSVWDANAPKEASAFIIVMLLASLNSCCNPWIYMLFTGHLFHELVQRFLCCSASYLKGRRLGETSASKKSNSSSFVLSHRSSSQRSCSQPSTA
V1aR counter – activates human V1a receptor in oxytocin agonist counter-screen. P37288. CHO-V1R cells, Fluo-8 calcium fluorescence, agonist mode; 0% DMSO, 100% 3 nM vasopressin. activation, % at 3 µM. 320,000 tested, 0.25% active. AID 2797;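 active = activation above the mean activation of all tested compounds plus 3 SD, per screening run, cut at about 20% in these data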;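 also: signal is peak over basal fluorescence ratio across a 100 second FLIPR read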
GalR3 antag – human GalR3 antagonism. HEK293 GalR3-CNG cAMP membrane potential fluorescence; galR3 body fused to GalR1 C-terminus. inhibition, % at 3 µM. 360,000 tested, 0.44% active. O60755;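 active = inhibition above the screen-wide average plus 3 SD, cut at about 13% in these data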;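 also: forskolin and galanin both at EC90 stimulate the cells; cAMP rise reported by CNG channel membrane potential dye signal; 0% = forskolin plus galanin with DMSO and 100% = forskolin alone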
Target sequence (O60755 1-299 limits assumed): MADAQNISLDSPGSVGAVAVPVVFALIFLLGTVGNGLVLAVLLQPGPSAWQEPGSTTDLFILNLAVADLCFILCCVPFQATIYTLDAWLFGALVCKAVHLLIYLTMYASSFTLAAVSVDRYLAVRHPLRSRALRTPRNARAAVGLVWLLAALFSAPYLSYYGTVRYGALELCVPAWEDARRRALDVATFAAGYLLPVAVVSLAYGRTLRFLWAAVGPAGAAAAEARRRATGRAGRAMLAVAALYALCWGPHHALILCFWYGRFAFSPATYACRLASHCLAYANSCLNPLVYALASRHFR
MEKK2mut PB1 HTS – signal of MEK5 binding to mutant human MEKK2 PB1 domain. bead flow cytometry, Alexa488-MEK5 binding to MEKK2 mutant. percent response, % at 10 µM. 290,000 tested, 0.35% active; in the data active = percent response above about 24%, passing the limit was not always enough; also: inactives centre near 1; some results filed as inactive read as strong as hits; reference of the scale not given here
MEKK2wt PB1 HTS – raises or lowers MEK5 binding to wildtype human MEKK2 PB1 domain. 290,000 tested, 1.1% active. bead flow cytometry, Alexa488-MEK5 binding to MEKK2 WT; actives lie on both sides. Q9Y2U5. AID 1531. binding response (% of control), % at 10 µM; in the data active = binding response below about 67% or above about 130%
GPR7 antag – human neuropeptides B/W receptor 1 antagonism; 290,000 tested, 1.1% active; AID 1861; GPR7-expressing cells, fluorescence antagonist assay; inhibition, % at 4.4 µM; P48145; in the data active = inhibition above about 16%, passing the limit was not always enough;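 also: cells stimulated with the agonist NPW; 0% = agonist with vehicle and 100% = vehicle without agonist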
PHOSPHO1 inh – PHOSPHO1 (human) inhibition; inhibition, % at 13.3 µM; recombinant PHOSPHO1, absorbance phosphatase assay; 290,000 tested, 1.1% active; Q8TCT1; in the data active = inhibition above about 60%
Target sequence (Q8TCT1 whole entry, looked up): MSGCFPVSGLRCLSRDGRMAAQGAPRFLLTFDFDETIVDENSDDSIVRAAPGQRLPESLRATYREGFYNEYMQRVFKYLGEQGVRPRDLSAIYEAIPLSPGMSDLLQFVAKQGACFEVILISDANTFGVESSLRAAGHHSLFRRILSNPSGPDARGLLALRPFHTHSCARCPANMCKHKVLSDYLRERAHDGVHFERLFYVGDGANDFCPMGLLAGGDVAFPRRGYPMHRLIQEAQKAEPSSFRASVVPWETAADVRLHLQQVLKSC
NALP1 yeast inh – blocks the NALP1 inflammasome reconstituted in yeast; AID 2071; inhibition, % at 10 µM; 280,000 tested, 0.61% active; S. cerevisiae NALP1/ASC/caspase-1 growth, X-gal OD620, 72 h; in the data active = inhibition mostly above about 24%, no sharp cut-off; inactive = mostly below about 32%; also: some compounds called inactive have numbers as strong as hits
MEKK3 PB1 HTS – raises or lowers MEK5 binding to the human MEKK3 PB1 domain; Q99759; 290,000 tested, 1.4% active; AID 1529; binding response (% of control), % at 10 µM; bead-based flow cytometry, Alexa488-MEK5 binding to MEKK3; actives lie on both sides; 0 = blocked by unlabeled MEK5, 100 = vehicle;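 active = binding response more than 3 SD above or below the average of its plate-row segment, actives on both sides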;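 also: Alexa488 bead fluorescence after subtracting the streptavidin-only scavenger bead signal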
Active calls of the source: *. Not a hit list. About 5.4% of those tested had a hit in this group.

Screening Cc1cccc(N2CCN(C(=O)NCc3ccc(F)cc3)CC2)c1C returned OXTR agonist 0.3, V1aR counter 2.4, GalR3 antag -7, MEKK2mut PB1 HTS -7, MEKK2wt PB1 HTS 91, GPR7 antag 10, PHOSPHO1 inh 15, NALP1 yeast inh 8 and MEKK3 PB1 HTS 99.
`CN(C(=O)Nc1ccccc1)C1CCCc2ccccc21` (configuration not stated) gave OXTR agonist 0.6, V1aR counter 0.7, GalR3 antag -10, MEKK2mut PB1 HTS 1, MEKK2wt PB1 HTS 103, GPR7 antag -10, PHOSPHO1 inh 17, NALP1 yeast inh 4 and MEKK3 PB1 HTS 102.
`COc1ccc(/C=C(\C#N)C(=O)OCCNC(=O)c2ccncc2)cc1` gave OXTR agonist 0.8, V1aR counter 0.3, GalR3 antag -7, MEKK2mut PB1 HTS -1, MEKK2wt PB1 HTS 96, GPR7 antag -8, PHOSPHO1 inh 40, NALP1 yeast inh -36 and MEKK3 PB1 HTS 101.
Screening CC[C@H](C)[C@@H](CNC)NC[C@@H](Cc1ccc(O)cc1)NCC(C)(C)C returned OXTR agonist 0.7, V1aR counter 0.8, GalR3 antag -4, MEKK2mut PB1 HTS -4, MEKK2wt PB1 HTS 113, GPR7 antag -3, PHOSPHO1 inh 15, NALP1 yeast inh 26 and MEKK3 PB1 HTS 104.
Cc1ccc(C)c(NC(=O)C2CCN(S(=O)(=O)c3ccc4c(c3)NC(=O)CO4)CC2)c1 was read as OXTR agonist 0.7, V1aR counter 2.5, GalR3 antag -4, MEKK2mut PB1 HTS 4, MEKK2wt PB1 HTS 106, GPR7 antag 0, PHOSPHO1 inh 28, NALP1 yeast inh 10 and MEKK3 PB1 HTS 102.
Screening COC(=O)C1=C(C)N(c2ccc(F)cc2)/C(=C/c2ccc(O)cc2)C1=O returned OXTR agonist 0.7, V1aR counter 0.8, GalR3 antag -1, MEKK2mut PB1 HTS 0, MEKK2wt PB1 HTS 99, GPR7 antag -8, PHOSPHO1 inh 4, NALP1 yeast inh 14 and MEKK3 PB1 HTS 101.
For CC(=O)Oc1ccc(C(=O)Nc2ccccc2C(=O)NCC(C)C)cc1 the results were OXTR agonist 0.4, V1aR counter 1.2, GalR3 antag -10, MEKK2mut PB1 HTS -2, MEKK2wt PB1 HTS 95, GPR7 antag -13, PHOSPHO1 inh 0, NALP1 yeast inh 36 and MEKK3 PB1 HTS 98.
`Cc1nn(C)c(C)c1CN(C)C(=O)c1cnn2c1NC(c1ccccc1)CC2C(F)(F)F` (configuration not stated) gave OXTR agonist 0.3, V1aR counter 2.5, GalR3 antag -6, MEKK2mut PB1 HTS -8, MEKK2wt PB1 HTS 90, GPR7 antag -4, PHOSPHO1 inh -1, NALP1 yeast inh 6 and MEKK3 PB1 HTS 93.
Screening c1ccc(C(c2ccccc2)N2CCN(Cc3nnnn3C3CCCC3)CC2)cc1 returned OXTR agonist -0.2, V1aR counter -0.7, GalR3 antag -3, MEKK2mut PB1 HTS 7, MEKK2wt PB1 HTS 99, GPR7 antag -1, PHOSPHO1 inh 16, NALP1 yeast inh -1 and MEKK3 PB1 HTS 101.
O=c1cc(C(F)(F)F)nc(-c2cccnc2)[nH]1 was read as OXTR agonist -0.5, V1aR counter 0.3, GalR3 antag -4, MEKK2mut PB1 HTS -3, MEKK2wt PB1 HTS 95, GPR7 antag 4, PHOSPHO1 inh 28, NALP1 yeast inh 6 and MEKK3 PB1 HTS 92.
Screening C/C(=N\NC(=O)CNC(=O)c1cccc(F)c1)c1ccc2ccccc2c1 returned OXTR agonist -1.7, V1aR counter 0.1, GalR3 antag -7, MEKK2mut PB1 HTS 0, MEKK2wt PB1 HTS 94, GPR7 antag -7, PHOSPHO1 inh 46, NALP1 yeast inh -12 and MEKK3 PB1 HTS 102.
For COC(=O)c1cc(NC(=S)N2CCN(c3ccccn3)CC2)cc(C(=O)OC)c1 the results were OXTR agonist -2.0, V1aR counter -1.1, GalR3 antag -8, MEKK2mut PB1 HTS 0, MEKK2wt PB1 HTS 103, GPR7 antag -8, PHOSPHO1 inh 12, NALP1 yeast inh -10 and MEKK3 PB1 HTS 103.
Screening CN(C)/C=C(/C#N)C(=O)c1cccc(Oc2ccc(C(C)(C)C)cc2)c1 returned OXTR agonist -0.2, V1aR counter 0.1, GalR3 antag -6, MEKK2mut PB1 HTS 1, MEKK2wt PB1 HTS 101, GPR7 antag -5, PHOSPHO1 inh 2, NALP1 yeast inh -6 and MEKK3 PB1 HTS 100.
For CCOc1ccc(NC(=O)c2ccc(-n3cccn3)nc2)cc1 the results were OXTR agonist 0.8, V1aR counter 0.8, GalR3 antag 4, MEKK2mut PB1 HTS -7, MEKK2wt PB1 HTS 94, GPR7 antag -2, PHOSPHO1 inh 18, NALP1 yeast inh 3 and MEKK3 PB1 HTS 95.
Screening COc1ccc(N(CC(=O)N/N=C(\C)c2ccc(C)cc2)S(=O)(=O)c2ccccc2)cc1 returned OXTR agonist -0.7, V1aR counter -0.1, GalR3 antag -7, MEKK2mut PB1 HTS 1, MEKK2wt PB1 HTS 105, GPR7 antag -2, PHOSPHO1 inh 31, NALP1 yeast inh 13 and MEKK3 PB1 HTS 104.
For CCOc1ccc(S(=O)(=O)N(CC)CC(=O)N2CCCC2)cc1C the results were OXTR agonist -1.3, V1aR counter -0.2, GalR3 antag -9, MEKK2mut PB1 HTS 2, MEKK2wt PB1 HTS 109, GPR7 antag -16, PHOSPHO1 inh -26, NALP1 yeast inh 14 and MEKK3 PB1 HTS 107.
`Cc1cc(=O)n2[nH]c(-c3ccc(Cl)cc3)cc2n1` gave OXTR agonist 1.0, V1aR counter 0.2, GalR3 antag 1, MEKK2mut PB1 HTS 5, MEKK2wt PB1 HTS 98, GPR7 antag -4, PHOSPHO1 inh -42, NALP1 yeast inh 24 and MEKK3 PB1 HTS 98.
For N#CC1=C(N)Oc2cc(O)ccc2C1C1CCCCC1 (configuration not stated) the results were OXTR agonist 0.3, V1aR counter 0.4, GalR3 antag 2, MEKK2mut PB1 HTS 7, MEKK2wt PB1 HTS 96, GPR7 antag 4, PHOSPHO1 inh 7, NALP1 yeast inh 4 and MEKK3 PB1 HTS 93.
Screening COc1cccc(CN2CCC(Oc3ccc(C(=O)N4CCCCC4)cc3)CC2)c1O returned OXTR agonist 1.1, V1aR counter 0.9, GalR3 antag 1, MEKK2mut PB1 HTS 7, MEKK2wt PB1 HTS 109, GPR7 antag 0, PHOSPHO1 inh 27, NALP1 yeast inh 16 and MEKK3 PB1 HTS 104.
For OCCC1CN(Cc2nc3ccccc3s2)CCN1CCc1ccccc1 (configuration not stated) the results were OXTR agonist 0.3, V1aR counter -1.1, GalR3 antag -6, MEKK2mut PB1 HTS 2, MEKK2wt PB1 HTS 107, GPR7 antag -9, PHOSPHO1 inh -3, NALP1 yeast inh -1 and MEKK3 PB1 HTS 104.
For COc1cccc(C2C(C#N)=C(N)Oc3cc(C)n(Cc4ccccn4)c(=O)c32)c1OC (configuration not stated) the results were OXTR agonist -0.3, V1aR counter -0.1, GalR3 antag 4, MEKK2mut PB1 HTS 3, MEKK2wt PB1 HTS 102, GPR7 antag -7, PHOSPHO1 inh -5, NALP1 yeast inh 11 and MEKK3 PB1 HTS 106.
Screening Cc1ccc(S(=O)(=O)CC(C)N2CCN(C3CCCCC3)CC2)cc1 (configuration not stated) returned OXTR agonist -0.8, V1aR counter -0.2, GalR3 antag -7, MEKK2mut PB1 HTS -3, MEKK2wt PB1 HTS 96, GPR7 antag -4, PHOSPHO1 inh -2, NALP1 yeast inh 1 and MEKK3 PB1 HTS 106.
Screening CC1CN(CC(O)COC(c2ccc(Cl)cc2)c2ccc(Cl)cc2)CC(C)O1 (configuration not stated) returned OXTR agonist -1.4, V1aR counter 0.7, GalR3 antag -6, MEKK2mut PB1 HTS 8, MEKK2wt PB1 HTS 122, GPR7 antag 21*, PHOSPHO1 inh -1, NALP1 yeast inh 28 and MEKK3 PB1 HTS 100.
N=C(c1cccc([N+](=O)[O-])c1)N1CCCCC1 was read as OXTR agonist 0.6, V1aR counter 1.5, GalR3 antag 1, MEKK2mut PB1 HTS -4, MEKK2wt PB1 HTS 96, GPR7 antag 0, PHOSPHO1 inh -1, NALP1 yeast inh -15 and MEKK3 PB1 HTS 100.
For CCOC(=O)c1c(-c2ccccc2)oc2ccc(OC)cc12 the results were OXTR agonist -0.5, V1aR counter -0.2, GalR3 antag -2, MEKK2mut PB1 HTS 0, MEKK2wt PB1 HTS 101, GPR7 antag 1, PHOSPHO1 inh -29, NALP1 yeast inh 3 and MEKK3 PB1 HTS 105.
Screening CC1CCCC(NC(=O)COC(=O)CN2C(=O)C3CCCCC3C2=O)C1C (configuration not stated) returned OXTR agonist 0.8, V1aR counter 0.5, GalR3 antag -3, MEKK2mut PB1 HTS 10, MEKK2wt PB1 HTS 105, GPR7 antag 9, PHOSPHO1 inh 18, NALP1 yeast inh 8 and MEKK3 PB1 HTS 105.
Screening O=C(CSc1nnc(CNc2ccc(Cl)cc2)o1)Nc1nc2ccccc2s1 returned OXTR agonist 1.9, V1aR counter 1.8, GalR3 antag -2, MEKK2mut PB1 HTS -3, MEKK2wt PB1 HTS 93, GPR7 antag 9, PHOSPHO1 inh 9, NALP1 yeast inh -5 and MEKK3 PB1 HTS 92.
O=C(c1ccco1)N1CCN(C(=O)C(Sc2ccccc2)c2ccccc2)CC1 (configuration not stated) was read as OXTR agonist 2.4, V1aR counter 4.0, GalR3 antag -4, MEKK2mut PB1 HTS -4, MEKK2wt PB1 HTS 98, GPR7 antag -4, PHOSPHO1 inh 7, NALP1 yeast inh 14 and MEKK3 PB1 HTS 96.
Screening Cc1cc(C)nc(/N=C(\N)Nc2ccc(OCCC(C)C)cc2)n1 returned OXTR agonist 50*, V1aR counter 48*, GalR3 antag 45*, MEKK2mut PB1 HTS 17, MEKK2wt PB1 HTS 124, GPR7 antag 100*, PHOSPHO1 inh 24, NALP1 yeast inh 33* and MEKK3 PB1 HTS 110.
For COc1ccccc1NC(=O)c1ccc(S(=O)(=O)N2CCCC2)cc1 the results were OXTR agonist -0.2, V1aR counter 0.1, GalR3 antag 6, MEKK2mut PB1 HTS 0, MEKK2wt PB1 HTS 94, GPR7 antag 3, PHOSPHO1 inh 38, NALP1 yeast inh 15 and MEKK3 PB1 HTS 96.
`O=C(NC(=S)Nc1ccc(F)c(Cl)c1)C1CC1` gave OXTR agonist -1.2, V1aR counter 0.2, GalR3 antag -7, MEKK2mut PB1 HTS 7, MEKK2wt PB1 HTS 109, GPR7 antag 16, PHOSPHO1 inh 18, NALP1 yeast inh -1 and MEKK3 PB1 HTS 106.
For O=C(c1cnc2n(c1=O)CCS2)N(C1CCCCC1)C1CCCCC1 the results were OXTR agonist -0.3, V1aR counter 0.3, MEKK2mut PB1 HTS 6, MEKK2wt PB1 HTS 107, GPR7 antag -1, PHOSPHO1 inh -9, NALP1 yeast inh 19 and MEKK3 PB1 HTS 102.
